TNAP inh no acc: blocks human TNAP activity with no phosphate acceptor present; AID 1012; 200,000 tested, 0.26% active; purified TNAP, CDP-star luminescence, 30 min; inhibition, % at 20 µM; P05186;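 active means tissue-nonspecific alkaline phosphatase inhibition above about 50% at 20 µM in the single-dose screen, limit read from the data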;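 further: 0% = DMSO negative control and 100% = EDTA positive control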
Target sequence (P05186 whole entry, looked up): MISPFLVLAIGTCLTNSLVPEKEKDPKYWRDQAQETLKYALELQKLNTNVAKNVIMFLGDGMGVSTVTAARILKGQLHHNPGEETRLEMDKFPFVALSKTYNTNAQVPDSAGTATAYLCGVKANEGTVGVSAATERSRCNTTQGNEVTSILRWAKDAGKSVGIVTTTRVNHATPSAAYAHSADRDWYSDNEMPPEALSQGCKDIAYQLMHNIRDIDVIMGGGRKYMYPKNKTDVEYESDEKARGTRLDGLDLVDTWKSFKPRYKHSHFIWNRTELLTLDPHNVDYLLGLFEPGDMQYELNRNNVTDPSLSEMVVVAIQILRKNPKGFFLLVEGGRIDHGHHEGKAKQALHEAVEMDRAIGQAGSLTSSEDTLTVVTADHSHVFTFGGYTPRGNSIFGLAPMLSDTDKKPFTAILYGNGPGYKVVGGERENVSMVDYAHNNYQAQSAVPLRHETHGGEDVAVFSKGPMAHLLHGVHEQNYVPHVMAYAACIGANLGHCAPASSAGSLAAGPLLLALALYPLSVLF
Diaph inh CS: counter-screen for diaphorase-based assays: diaphorase inhibitors and chemical oxidizers; inhibition, % at 20 µM; diaphorase resazurin-to-resorufin fluorescence, NADH, 16 min; bacterial (C. kluyveri) enzyme, not human; 190,000 tested, 0.69% active; AID 1217;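 active means primary screen inhibition at 20 µM above a set limit, cut at about 50% in these data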;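 further: plate controls were DMSO with full reaction for no effect and wells lacking NADH for full effect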
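Benchmarks: positive control wells lacking NADH, neutral wells with DMSO only. System: bacterial diaphorase enzyme (C. kluyveri). Input: 0.14 U/mL diaphorase, enzyme working solution. Detection: resorufin fluorescence, excitation 544 nm, emission 590 nm. Times: 16-min room-temperature incubation before reading.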
L major viab: inhibitors of Leishmania major promastigote growth; AID 1063; 200,000 tested, 9% active; Leishmania major promastigotes, resazurin fluorescence viability; inhibition, % at 10 µM; in the data active means inhibition above about 50%;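 further: promastigotes grown with compound for 44 hours at 28 °C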
bIAP activator: increases bovine intestinal alkaline phosphatase activity; purified bovine IAP, CDP-star luminescence, 30 min; hits give high values; fold of DMSO-control signal, blank-subtracted; activation factor at 20 µM; 200,000 tested, 0.17% active; AID 1016;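 active means activation factor of 2 or more at 20 µM, a signal rise over negative controls twice the positive control's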
TNAP inh hiacc: TNAP (human) inhibition, high acceptor; P05186; purified TNAP, CDP-star luminescence, 1 M DEA; inhibition, % at 20 µM; 200,000 tested, 0.03% active; AID 1135;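 active means over 50% inhibition of tissue-nonspecific alkaline phosphatase at 20 µM in the single-dose screen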;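 further: plate controls were DMSO wells for no effect and EDTA-quenched wells as full inhibition for full effect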
TNAP act hiacc: increases human TNAP activity under high phosphate acceptor concentration; P05186; purified TNAP, CDP-star luminescence, 1 M DEA, 30 min; hits give high values; 0 = EDTA background, 1 = DMSO-only activity; activation factor at 20 µM; 200,000 tested, under 10 active;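 active means activation factor at least 2 at 20 µM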
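Measured by: Luminescent substrate turnover signal | Test system: Human TNAP | Input: TNAP 1/800 final | Dosing: 20 µM single point | Schedule: 30 min, room temperature | Controls: EDTA wells as negative control, DMSO wells as positive control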
PMI act hi M6P: increases human PMI activity with near-saturating mannose 6-phosphate | 190,000 tested, 0.34% active | AID 1216 | activation factor at 20 µM | P34949 | coupled PMI enzyme assay, resazurin fluorescence, 20 min; hits give high values; 1 = untreated enzyme, 0 = substrate-free blank;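 active means activation factor of 2 or more at 20 µM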
Target sequence (P34949 whole entry, looked up): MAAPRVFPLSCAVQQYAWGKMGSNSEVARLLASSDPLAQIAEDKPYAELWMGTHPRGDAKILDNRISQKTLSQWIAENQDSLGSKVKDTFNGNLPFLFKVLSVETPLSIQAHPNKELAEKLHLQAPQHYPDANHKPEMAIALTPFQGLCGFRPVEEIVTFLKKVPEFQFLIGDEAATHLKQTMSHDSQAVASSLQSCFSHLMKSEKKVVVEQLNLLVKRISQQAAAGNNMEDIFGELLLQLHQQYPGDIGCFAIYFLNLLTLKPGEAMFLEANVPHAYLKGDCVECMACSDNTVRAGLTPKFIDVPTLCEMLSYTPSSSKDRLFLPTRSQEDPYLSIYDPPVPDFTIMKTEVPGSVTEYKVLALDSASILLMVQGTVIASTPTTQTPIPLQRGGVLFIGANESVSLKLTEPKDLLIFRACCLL
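Test system: human phosphomannose isomerase with PGI, G6PDH, diaphorase coupling enzymes; amount: 15 ng/mL PMI; incubation: enzyme reaction with compound 20 min at room temperature; technique: resorufin fluorescence (Ex 544/Em 590 nm) from resazurin via diaphorase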
PMI act: phosphomannose isomerase (human) activation | purified human PMI, coupled resazurin fluorescence, 20 min; hits give high values; 1 = vehicle control, 0 substrate-free wells | activation factor at 20 µM | 190,000 tested, 0.005% active | P34949;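 active means activation factor of 2 or more at 20 µM, relative to plate controls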
Diaphorase act: activates diaphorase or chemically reduces, flagging diaphorase assay artifacts; 190,000 tested, 0.005% active; Diaphorase/resazurin coupled assay, resorufin fluorescence, 16 min; hits give high values; 1 = vehicle wells, 0 = NADH-free wells; activation factor at 20 µM;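 active means diaphorase activity raised at least twofold by the compound at 20 µM; inactive means activation factor below 2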
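Material: purified diaphorase enzyme from Clostridium kluyveri / Medium: HEPES pH 7.4 buffer with MgCl2 and Tween 20 / Schedule: enzyme reaction of 16 min at room temperature / Measured by: resorufin fluorescence, excitation 544 nm, emission 590 nm / Evaluation: rise in resorufin formation, marking diaphorase activation or chemical reduction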
bIAP inh: blocks bovine intestinal alkaline phosphatase activity; purified bovine IAP, CDP-star luminescence, 30 min; inhibition, % at 20 µM; 190,000 tested, under 10 active;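 active means over 50% inhibition of intestinal alkaline phosphatase at 20 µM in the single-dose screen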
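Incubation: 30 min reaction at room temperature / Material: purified bovine intestinal alkaline phosphatase (IAP) enzyme / Input: enzyme at 1/65,000,000 dilution / Dosing: 20 µM single dose / Signal: CDP-star luminescence signal / Reagent: CDP-star chemiluminescent phosphatase substrate, 30 µM final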
The depositor's hits bear a star; nt = no result given.

SMILES	TNAP inh no acc	Diaph inh CS	L major viab	bIAP activator	TNAP inh hiacc	TNAP act hiacc	PMI act hi M6P	PMI act	Diaphorase act	bIAP inh
S=c1[nH]nc(-c2ccccc2)n1C1C=CCCC1 (configuration not stated)	19	10	-11	1	2	1	1	1	0.9	-5
CC(=O)N(C)c1ccc(NC(=S)Nc2ccccc2)cc1	-10	4	-1	0.8	-2	1	1	1	1	15
COc1cccc(/C=C(\C#N)C(=O)NC2CCS(=O)(=O)C2)c1 (configuration not stated)	-10	9	-2	0.8	-5	1	1.1	1	0.9	15
O=C1c2ccccc2C(Nc2ccc(S(=O)(=O)N3CCOCC3)cc2)N1Cc1ccco1 (configuration not stated)	-18	25	3	1	-5	1	0.9	0.8	0.8	0
COc1ccc(C2CC(=O)C(C3NCCc4ccccc43)=C(O)C2n2cncn2)cc1 (configuration not stated)	-7	-13	-9	1	0	1	0.9	1.1	1.1	-4
Clc1ccc2c(N/N=C/c3cccnc3)ccnc2c1	-3	-12	100*	0.9	4	1	0.9	1.1	1.1	8
Cc1nc2ccc(NC(=O)COc3ccccc3)cc2s1	2	10	-5	0.9	-3	1	1.1	1.1	0.9	6
CCOC(=O)N1CCN(C(=O)CN2C(=O)COc3ccc(C(C)(C)C)cc32)CC1	-4	-25	-3	1.1	-5	1	1.2	1.1	1.3	-6
COc1ccc2c(C)cc(=O)[nH]c2c1	-10	10	-6	0.9	-5	1.1	1	1	0.9	13
Cc1ccccc1NC(=O)CN(c1ccc(F)cc1)S(C)(=O)=O	-13	14	-3	0.9	-6	1.1	1	1	0.9	13
COc1ccc(CN2CCN(C)CC2)cc1OCc1ccccc1	-7	2	23	1.1	2	1	1	0.9	1	-6
COC(=O)c1ccccc1NC(=S)NC(=O)c1ccccc1C	-6	20	-4	0.9	-3	1	0.9	0.8	0.8	6
NNc1nc2c(F)cc(F)cc2s1	9	11	95*	1	3	1	0.9	1	0.9	3
Cn1c(=O)oc2cc(S(=O)(=O)Nc3ccccc3)ccc21	-8	14	-3	1	-9	1.1	0.8	0.8	0.9	0
Cn1cc(CN2C[C@]3(C)C[C@H]2CC(C)(C)C3)c(-c2ccc3c(c2)OCCO3)n1	0	15	4	1.2	0	1	0.9	0.9	0.9	-16
CN(C)c1ccc(C(=O)/C=C/c2ccc(Br)cc2)cc1	0	11	90*	0.9	6	0.9	0.9	0.9	0.9	8
Nc1ccc(-c2nc3ccc(-c4nc5ccccc5o4)cc3[nH]2)cc1	-12	1	76*	0.9	-7	1.1	1	1	1	8
Cc1ccc(NC(=O)c2cc(-c3ccc(F)cc3)on2)cc1C	-5	-6	-2	0.8	-1	1	1	1.2	1.1	21
COc1cc(/C=c2\sc3n(c2=O)C(c2ccccc2)C(c2ccccc2)=NN=3)ccc1O (configuration not stated)	24	34	40	0.7	23	0.8	0.8	0.8	0.7	33
O=C(C(Sc1ccccc1)c1ccccc1)N1CCN(c2ccccc2)CC1 (configuration not stated)	-14	13	24	0.8	2	1	0.9	0.9	0.9	20
CCCCn1c(CN2CCN(C)CC2)nc2ccccc21	6	-18	61*	1.1	-9	1.1	1.2	1.2	1.2	-11
CC(=O)c1c(C)[nH]c(C(=O)Nc2nc(-c3ccc(-c4ccccc4)cc3)cs2)c1C	-4	22	97*	1.8	-4	1	0.9	0.9	0.8	-82
CN1C(c2ccc(F)cc2)=CS/C1=C(\C#N)c1nnc2n1-c1ccccc1SC2	0	12	79*	0.8	-5	1	1.1	1.1	0.9	19
CC(=O)NCC(=O)N(Cc1ccco1)C1(C(=O)NC2CCCC2)CCCCC1	-10	1	2	1	1	1	1.1	1.1	1	4
O=C(c1ccc(S(=O)(=O)N2CCOCC2)cc1)N1CCN(C2=NS(=O)(=O)c3ccccc32)CC1	-9	10	0	0.9	-4	1	1	0.9	0.9	12
O=C(c1cc(=O)c2ccccc2o1)N1CCN(c2cccc(Cl)c2)CC1	-2	4	-12	1	-3	1	1	1.1	1	4
COCCNC(=O)COc1ccccc1C	-8	8	-8	1	-2	1	0.9	0.9	0.9	3
CCSc1nnc(NC(=O)c2nc3nc(C)cc(C)n3n2)s1	36	6	-9	0.9	3	1	1	1.2	0.9	12
COC(=O)CC1C(=O)NCCN1C(=O)CSc1nc2ccccc2c(=O)n1CC(C)C (configuration not stated)	3	-10	2	1.1	-6	1.1	1.1	1.1	1.1	-7
CCCCCCNC(=O)Cc1ccc(Br)cc1	-8	10	-3	0.9	0	1	1	0.9	0.9	5

2 consecutive entries already listed:
SMILES	TNAP inh no acc	Diaph inh CS	L major viab	bIAP activator	TNAP inh hiacc	TNAP act hiacc	PMI act hi M6P	PMI act	Diaphorase act	bIAP inh
O=C(c1cc(=O)c2ccccc2o1)N1CCN(c2cccc(Cl)c2)CC1	-2	4	-12	1	-3	1	1	1.1	1	4
COCCNC(=O)COc1ccccc1C	-8	8	-8	1	-2	1	0.9	0.9	0.9	3

(cont.)
SMILES	TNAP inh no acc	Diaph inh CS	L major viab	bIAP activator	TNAP inh hiacc	TNAP act hiacc	PMI act hi M6P	PMI act	Diaphorase act	bIAP inh
CCCN1C(=O)/C(=C\c2ccncc2)SC1=Nc1ccccc1	0	16	44	0.9	-2	1	0.9	0.9	0.8	7
CN(C)S(=O)(=O)N(CC(=O)NCc1ccccc1)c1ccccc1	-12	14	-3	0.9	-2	1	0.9	0.8	0.9	7
COc1cc(C(=O)Nc2ccc3c(c2)OCO3)ccc1-n1cnnn1	-24	18	3	0.9	-6	1.1	0.9	0.9	0.8	5
Cn1cc(CN2CCCC(C(=O)c3cc(F)ccc3F)C2)c2ccccc21 (configuration not stated)	-5	18	88*	1	0	1	0.7	0.8	0.8	0
O=c1c2cccc3c(N4CCOCC4)ccc(c32)c2nc3ccccc3n12	-30	13	nt	1	-9	1.1	1	0.9	0.9	3
CCCNCC1COc2ccccc2O1 (configuration not stated)	-20	-2	39	0.9	-5	1.1	1.1	1.1	1	7
CCCCNC(=O)Cc1c(O)c2ccccc2[nH]c1=O	-4	10	-6	0.9	4	1	1	1	0.9	10
O=C(COC(=O)Cc1c[nH]c2ccccc12)NC1CCCCC1	-3	7	-1	1	0	1	1.1	1	0.9	-2
CCN(CC)S(=O)(=O)c1cccc(-c2n[nH]c(=S)n2C(C)COC)c1 (configuration not stated)	-4	22	1	1.1	-4	1	1	0.9	0.8	-6
CC(C)NC(=O)c1onc(CSc2ccc(C(C)C)cc2)c1C(=O)O	-12	16	-10	1	-3	1	1	1	0.8	-4
NNC(=O)c1cncn1-c1ccc(F)cc1	-3	9	-10	1.1	-4	1	1	1	0.9	-8
N/C(=N\OC(=O)COc1ccc2ccccc2c1)c1ccccn1	-8	0	-7	1	-1	1	1	1	1	1
CN1C(=S)N(c2cccnc2)C(=O)/C1=C\c1ccc(N(C)C)cc1	52*	9	-2	0.7	39	0.6	0.9	0.9	0.9	34
Cc1cccnc1NC(=O)Nc1cccc(C(F)(F)F)c1	-16	12	-4	0.8	-6	1.1	1	0.9	0.9	16
O=C(Nc1ccc(Br)cc1)c1cccc(N2C(=O)C3C4CCC(C4)C3C2=O)c1 (configuration not stated)	-9	14	-14	0.9	1	1	0.9	1	0.9	6

Entries of single compounds, quoted from the list. Order of screens: TNAP inh no acc	Diaph inh CS	L major viab	bIAP activator	TNAP inh hiacc	TNAP act hiacc	PMI act hi M6P	PMI act	Diaphorase act	bIAP inh
`CCCNCC1COc2ccccc2O1` (configuration not stated) is listed with -20	-2	39	0.9	-5	1.1	1.1	1.1	1	7
`N/C(=N\OC(=O)COc1ccc2ccccc2c1)c1ccccn1` is listed with -8	0	-7	1	-1	1	1	1	1	1
`O=c1c2cccc3c(N4CCOCC4)ccc(c32)c2nc3ccccc3n12` is listed with -30	13	nt	1	-9	1.1	1	0.9	0.9	3
`CN1C(=S)N(c2cccnc2)C(=O)/C1=C\c1ccc(N(C)C)cc1` is listed with 52*	9	-2	0.7	39	0.6	0.9	0.9	0.9	34

Carrying on.
SMILES	TNAP inh no acc	Diaph inh CS	L major viab	bIAP activator	TNAP inh hiacc	TNAP act hiacc	PMI act hi M6P	PMI act	Diaphorase act	bIAP inh
CCNC(=O)CCc1nc(-c2ccc(C(C)(C)C)cc2)no1	-9	17	-3	1	-3	1	1	1	0.8	4
COc1ccc(C2/C(=C(\O)c3ccc(OC)c(Cl)c3)C(=O)C(=O)N2CCN(C)C)cc1 (configuration not stated)	-12	5	-5	0.9	-9	1.1	1.1	1	1	5
N#CC1=C(N)Oc2cc3ccccc3cc2C1c1cccnc1 (configuration not stated)	-11	21	85*	0.8	-2	1	0.7	1	0.8	17
CCc1nc2ccccc2c(C(=O)OCC(=O)NCc2ccco2)c1C	-6	4	6	1	-3	1	0.9	0.8	1	-2
CCCCN1C(=O)c2ccccc2C1C(=O)NC1CCCC1 (configuration not stated)	-19	9	-4	0.9	-9	1.1	1.1	1	0.9	5
Cc1cnc(C)c(N2CCN(Cc3nc(-c4cccc(F)c4F)oc3C)CC2)n1	-2	26	2	1	1	1	0.8	0.8	0.7	4
O=C(Nc1ccc2c(c1)OCCO2)C1CCCN(S(=O)(=O)c2cccs2)C1 (configuration not stated)	-6	8	10	0.9	-2	1	1	1.1	0.9	10
O=C(COC(=O)Cc1ccccc1F)Nc1ccc2c(c1)OCO2	-3	13	4	0.9	-3	1	0.9	0.9	0.9	6
CCN(c1ccc(NC(=O)CSc2nnc3nc(C)cc(C)n23)cc1)C(C)C	-6	19	-7	1.1	-5	1	0.9	0.9	0.8	-5
CCc1ccc(NC(=O)c2c(C(=O)Nc3ccccc3)sc3nc(C)cc(=O)n23)cc1	-16	-5	7	1	-2	1	1	0.9	1.1	-5
Clc1ccc(COn2c(-c3ccccc3)nc3ccccc32)cc1	-11	22	9	0.8	-6	1.1	0.9	0.8	0.8	25
CCCCCCCCCCCC(=O)NC1CCS(=O)(=O)C1 (configuration not stated)	-7	4	7	1	-3	1	1	1.1	1	0
CCCCC(c1nnnn1Cc1ccco1)N1CCN(c2nc3ccccc3s2)CC1 (configuration not stated)	-10	22	97*	0.9	-7	1.1	1	0.9	0.8	6
COc1ccc(CCNc2oc(Cc3ccccc3)nc2C#N)cc1OC	-12	12	13	1	-6	1.1	1	0.9	0.9	1
COc1cc(OC)cc(-c2nnc(SCC(=O)N(C(C)C)C(C)C)o2)c1	-8	16	15	1.1	-3	1	1	1	0.8	-10
Cc1occc1C(=O)Nc1ccc2c(c1)OCO2	-8	-1	-5	0.9	-2	1	1	1	1	13
O=C(NCc1ccccc1)c1ccc(C2SCC(=O)N2Cc2ccccc2)cc1 (configuration not stated)	-3	6	97*	1	0	1	0.9	1	0.9	-4

Screens from PubChem.
